RT RNaseH block – blocks HIV-1 RNase H cleavage of RNA/DNA duplex; P04585; RT-RNase H RNA/DNA duplex cleavage, fluorescence; inhibition, % at 10 µM; 65,000 tested, 1.9% active; AID 565; in the data active = inhibition above about 50%
RmlC RmlD mix – inhibitors of RmlC and RmlD coupled enzymes; inhibition, % at 5.5 µM; AID 1532; 110,000 tested, 0.39% active; RmlC/RmlD coupled enzyme inhibition, 384-well mixture HTS; in the data active = inhibition above about 30%, passing the limit was not always enough; inconclusive = no clear call, values can overlap the other calls; note: strong numbers were not always called active
Starred values were filed as active, the others as inactive; ? = inconclusive; . = not tested or not shown.

SMILES,RT RNaseH block,RmlC RmlD mix
O=C(Nc1ccccc1)c1nn(-c2ccccc2)c(=O)cc1C(F)(F)F,.,2
C=CCn1c(COc2ccc(Cl)cc2)nnc1SCC(=O)NCC(=O)OCC,-10,-7
O=C(NCc1ccccc1)c1cc(=O)[nH]c2ccccc12,.,4
O=C1/C(=C/c2cccs2)N=C(c2cccs2)N1Nc1ccccc1,.,21
Cc1ccc(S(=O)(=O)N(C)CC(=O)N2CCc3ccccc32)cc1,-13,-19
CCOC(=O)c1cnn(-c2nc(CC)nc3sc4c(c23)CCC4)c1N,-2,-10
O=C(CN1CCN(Cc2ccc3c(c2)OCO3)CC1)N1CCc2[nH]c3ccccc3c2C1,3,-11
COc1cc2[nH]c(=O)n(Cc3ccc(C(=O)NCCCN4CCN(C)CC4)cc3)c(=O)c2cc1OC,.,-7
COc1ccc(OCC(=O)Nc2cccc(C(C)=O)c2)cc1,-5,.
Cc1c(NC(=O)CCN2C(=O)c3ccccc3C2=O)c(=O)n(-c2ccccc2)n1C,2,2
CC(C)c1nnc(NC(=O)CCC(=O)N2CCN(C3CCCCC3)CC2)s1,6,-14
CCOc1ccc(S(=O)(=O)NCCC(=O)OC(C)C(=O)N2CCc3ccccc32)cc1 (stereo not given),2,6
CCn1c(NC(=O)Nc2ccccc2OC)nc2ccccc21,13,-75
CCCCn1c(=O)[nH]c(=O)c2c1nc(-c1ccncc1)n2CCOC,-24,-14
CCc1cccc(CC)c1N(COC)C(=O)Cn1nnc2ccccc21,-1,-13
O=C(Nc1ccccc1)N1CCCC1,.,-7
CCn1c2ccccc2c2cc(C3C(C#N)=C(C)NC(C)=C3C#N)ccc21,-5,115
Cc1ccc(C23OC(=O)C(C)(C)C2OC(=O)C3(C)C)cc1 (stereo not given),.,-4
CC1(C)CC(=O)C2=C(C1)OC(N)=C(C#N)C21CCN(C(=O)OCc2ccccc2)CC1,3,-4
CS(=O)(=O)N(Cc1ccco1)CC(O)Cn1c2ccccc2c2ccccc21 (stereo not given),-17,-34
Cc1nc2ccc(-n3ccc(=O)cc3)cc2s1,-2,12
Cc1ccc(S(=O)(=O)N(C)CCCC(=O)NCc2ccc3c(c2)OCO3)cc1,7,-3
CCOc1ccccc1N1CCN(S(=O)(=O)c2cccc3nsnc23)CC1,-4,8
C=CCN1CC(c2nc3ccccc3n2Cc2ccccc2)CC1=O (stereo not given),-5,-25
CNCCc1ccccn1,2,6
O=C(Nc1cccc(Cl)c1)Nc1nccs1,-8,-9
CCOc1ccccc1NC(=O)CSc1nnc(Cc2cccn2C)n1-c1ccc(F)cc1,-1,-7
OCC(Cc1ccc2c(c1)OCO2)C(CO)Cc1ccc2c(c1)OCO2 (stereo not given),.,2
COc1ccc(NC(=O)c2oc3ccccc3c2C)c(OC)c1,-7,2
CCOC(=O)c1nnn(-c2nonc2N)c1CN(CC)c1ccccc1,.,-1
O=C(Cn1cccc1C(=O)c1ccccc1)NCc1cccs1,-19,-6
CN(C)CCCN1C(=O)C(=O)/C(=C(/O)c2ccncc2)C1c1cccc(Br)c1 (stereo not given),4,.
CCOC(=O)C1(CC)NC(c2ccco2)C2C(=O)N(CC)C(=O)C21 (stereo not given),.,2
NC(=O)c1ccsc1NC(=O)C1CCCCC1,-17,-6
O=C(NCc1cccnc1)c1ccc(Cl)cc1[N+](=O)[O-],.,-6
Cc1ccc(CS(=O)(=O)CCC(=O)NCCCN2CCCC2)cc1,-19,-12
COC(=O)c1cccc(NC(=O)CN2CCC(NC(=O)c3cc(OC)c(OC)c(OC)c3)CC2)c1,0,12
O=C(Cn1nc(C(F)(F)F)c2c1CCCC2)NC1CCCC1,-9,-14
CCCCCCn1c(CN2CCN(CCO)CC2)nc2c1c(=O)n(C)c(=O)n2C,-6,-8
COc1ccc(NC(=O)c2cc(C)on2)cc1OC,1,-9
COC(=O)c1ccc(NC(=O)Cc2ccc(C)cc2)cc1,.,6
CC1Cc2nc(SCC(=O)NCc3ccccc3)n(Cc3ccccc3)c(=O)c2S1 (stereo not given),.,7
CN1C(=O)OC(C)(CCc2ccccc2)C1(C)O (stereo not given),-17,-13
COc1cc(NC(=O)c2ccccc2Cl)ccc1NC(=O)c1ccco1,.,-10
COc1ccc(NC(=O)CN(C)C(C)C(=O)N2CCCCC2)cc1 (stereo not given),.,-15
CCn1c(SCC(=O)NCc2ccco2)nnc1C(C)C,3,-10
Cc1ccc(NC(=O)c2nc[nH]c2C(=O)Nc2ccc(C)cc2)cc1,.,14
COc1cc2c(cc1OC)-c1c(OC)c(OC)cc3c1[C@H](C2)N(C)CC3,.,-20
COC(=O)CCC(=O)Nc1ccc(Br)cc1,10,-8
CC(C)(C)[C@H]1C=C(C(=O)N2CCOCC2)O[C@@H](OCCCCO)C1,.,-10
O=C(Nc1ccccc1)c1ccc2nsnc2c1,.,11
CCOc1ccc(NC(c2ccccn2)c2oc(CO)cc(=O)c2O)cc1 (stereo not given),.,-22
O=C(CNS(=O)(=O)c1ccc2ccccc2c1)OCC(=O)c1ccc(Br)s1,.,8
Cc1cccc(N2CCN(C(=O)c3ccccc3NC(=O)C3CC=CCC3C(=O)O)CC2)c1 (stereo not given),.,-3
Cc1ccc(C(=O)NC(C)(COc2nonc2C)COc2nonc2C)cc1,5,4
O=C(NC1CCCC1)c1ccc(CS(=O)(=O)c2cccc(C(F)(F)F)c2)o1,-2,-2
COC(=O)C(C)Sc1ncnc2c1nnn2-c1ccc(F)cc1 (stereo not given),-10,-10
CC1Cc2nc(SCC(=O)NC3CCCCC3)n(C)c(=O)c2S1 (stereo not given),1,-8
CCCCNC(=O)c1onc(CSc2ccccc2)c1C(=O)O,.,15
Cc1ccc(N2C(=O)CC(Nc3ccccc3)C2=O)cc1 (stereo not given),.,-13

The list continues.
SMILES,RT RNaseH block,RmlC RmlD mix
COC(=O)Cn1c(=O)cnc2ccccc21,-89,-7
CCS(=O)(=O)c1ccc2c(c1)N(S(=O)(=O)c1ccc(OC)cc1)CC(C(=O)O)O2 (stereo not given),.,24
N#Cc1c(/N=C/c2ccco2)sc2c1CCCCC2,-6,-11
O=C(c1ccc(Cl)c(S(=O)(=O)NCc2ccco2)c1)N1CCN(c2ccc(F)cc2)CC1,.,-11
Cc1ocnc1C(=O)Nc1ccc(Cl)cc1,-2,-11
CCOc1ccc(NC(=O)CSc2nc3c(c(=O)n2C)SC(C)C3)cc1 (stereo not given),-5,0
CCN(CC)C(=O)[C@]1(c2ccccc2)C[C@@H]1CN,.,-14
CC(C)(C)OC(=O)N1CCC[C@H]1c1nnc(SCc2c(Cl)cccc2Cl)o1,-16,-12
CC12C(=O)N(CCC(=O)O)C(=O)C1C1C=CC2C1 (stereo not given),-5,10
Cc1nnc(SCC(=O)NCc2ccc(Cl)cc2)[nH]c1=O,1,8
CCOC(=O)CSc1cccc2cccnc12,-31,1
Cc1cc(C)n(-c2nc3ccccc3nc2N2CCN(S(=O)(=O)c3ccc4ccccc4c3)CC2)n1,.,2
Cc1cc(=O)[nH]c(SC/C=C/c2ccccc2)n1,-57,-15
COc1ccc(-n2c(=O)[nH]cc(C(=O)Nc3ccccc3)c2=O)cc1,.,-4
Cc1cc(C)cc(C(=O)N2CCCCCC2)c1,.,3
COc1ccc(NS(=O)(=O)c2cc(C(=O)O)ccc2C)cc1,2,5
COc1ccc(C(=O)c2oc3ccccc3c2NC(C)=O)cc1,.,7
COc1ccc(C(=O)COC(=O)[C@H](C)Nc2ccc(C(F)(F)F)cc2[N+](=O)[O-])c(OC)c1,.,121
COc1cccc(C2=NOC(C(=O)Nc3cc(C)nn3-c3ccccc3)C2)c1OC (stereo not given),4,-4
CCCOc1ccc(NC(=O)CC2C(=O)N(C)C(=S)N2Cc2cccs2)cc1 (stereo not given),.,-9
COc1ccc(NC(=O)C2CSC3c4ccccc4C(=O)N23)cc1 (stereo not given),-2,-13
COc1ccc(C(c2c(O)cc(C)oc2=O)c2c(O)cc(C)oc2=O)cc1,.,8
CCOC(=O)c1nc[nH]c1C,.,8
CCCC(c1nnnn1Cc1ccc(OC)cc1)N1CCN(c2ccccc2)CC1 (stereo not given),-1,8
C=CCn1c(=O)c2ccccc2n2c(SCC(=O)c3ccccc3)nnc12,-6,2
C=CCN=C1CC(C)(C)CC(=O)/C1=C(\O)c1ccccc1,.,-6
CC(C)c1ccc(C(=O)CSc2ncn[nH]2)cc1,4,-6
O=C(Nc1nnc(SCC(=O)N2CCOCC2)s1)c1ccccc1Cl,.,-6
CCC(C)C1C(C#N)=C(N)OC2=C1C(=O)CC(C)(C)C2 (stereo not given),-4,-11
CC(=O)n1cc([C@@H]2C=C(C(=O)N3CCN(C)CC3)O[C@H](OCc3ccc(CO)cc3)C2)c2ccccc21,.,-5

In a second layout: 5 of the compounds above
The line under a structure holds: RT RNaseH block | RmlC RmlD mix
> N#Cc1c(/N=C/c2ccco2)sc2c1CCCCC2
→ -6 | -11
> O=C(c1ccc(Cl)c(S(=O)(=O)NCc2ccco2)c1)N1CCN(c2ccc(F)cc2)CC1
→ . | -11
> Cc1ocnc1C(=O)Nc1ccc(Cl)cc1
→ -2 | -11
> CCOc1ccc(NC(=O)CSc2nc3c(c(=O)n2C)SC(C)C3)cc1 (stereo not given)
→ -5 | 0
> CCN(CC)C(=O)[C@]1(c2ccccc2)C[C@@H]1CN
→ . | -14

Back to the main list; the 4 compounds before the break are reprinted first.
SMILES,RT RNaseH block,RmlC RmlD mix
CC(C)c1ccc(C(=O)CSc2ncn[nH]2)cc1,4,-6
O=C(Nc1nnc(SCC(=O)N2CCOCC2)s1)c1ccccc1Cl,.,-6
CCC(C)C1C(C#N)=C(N)OC2=C1C(=O)CC(C)(C)C2 (stereo not given),-4,-11
CC(=O)n1cc([C@@H]2C=C(C(=O)N3CCN(C)CC3)O[C@H](OCc3ccc(CO)cc3)C2)c2ccccc21,.,-5
O=C(NC1CCCCC1)C(c1ccncc1)N(Cc1ccc2c(c1)OCO2)C(=O)C(F)(F)F (stereo not given),.,3
CCC(Sc1nc2cc(OC)c(OC)cc2c2nc(C)nn12)C(=O)NCc1ccco1 (stereo not given),-16,.
COc1ccccc1Nc1nc(C2(C)CCC(=O)O2)cs1 (stereo not given),-5,12
O=C(Nc1ccccc1N1CCN(C(=O)c2ccccc2)CC1)c1cc(Br)ccc1Cl,.,-7
O=C(CN1C(=O)c2ccccc2S1(=O)=O)NCc1cccnc1,-3,?
COc1nc(N(C)C)nc(N(OC)S(=O)(=O)c2ccccc2Cl)n1,-16,-12
CCOC(=O)c1cc2c(=O)n3ccccc3nc2n(CC2CCCO2)c1=NC(C)=O (stereo not given),-2,25
CC(C)C(c1nnnn1C1CCCC1)N1c2ccccc2CC1C (stereo not given),74*,2
CCOC(=O)NCc1cc(-c2nn(C)c(=O)c3ccccc23)ccc1C,-29,-21
Cc1nn(-c2cccc(Cl)c2)c2c1C(c1ccncc1)C(C#N)=C(N)O2 (stereo not given),13,10
Clc1ccc(Cl)c(Oc2ccc(Oc3nc(Cl)ccc3Cl)cc2)n1,.,5
Cc1ccc(C(=O)Nc2ccccc2-c2ccccc2)cc1[N+](=O)[O-],.,-12
O=C(c1ccc(Cl)cc1)c1oc2ccccc2c1CS(=O)c1ccccc1 (stereo not given),.,-4
CCN(CC)CCCn1c(C)cc2c(c1=O)C(c1cccc(Cl)c1)C(C#N)=C(N)O2 (stereo not given),8,.
CCCC(=O)Nc1ccccc1NC(=O)CN(C)S(=O)(=O)c1ccc(C)cc1,-3,105
CCCN(CCC)C(=O)CC(c1ccc(F)cc1)c1ccco1 (stereo not given),-1,3
Cc1ccc(S(=O)(=O)NC(=O)Nc2ccc(F)cc2)cc1,.,9
Cc1ccsc1-c1nc(CSCC(=O)N2CCN(c3ccccc3)CC2)c(C)o1,-30,.
Cc1cccc(OCCC(=O)Nc2c(C)n(C)n(-c3ccccc3)c2=O)c1,-21,1
Cc1ccc(-n2c(SCC(=O)Nc3ccc4c(c3)OCO4)nnc2-c2cccs2)cc1,65*,5
COc1ccc(NC(=O)c2ccco2)cc1NC(=O)c1cccc(OC(C)C)c1,12,?
O=C(NC1CCCCCCC1)c1ccc(CNc2c(N3CCOCC3)c(=O)c2=O)cc1,0,-10
Cc1nc(NC(=O)c2ccccc2)sc1C1(C)CC(c2c(Cl)cccc2Cl)=NO1 (stereo not given),.,-1
COc1ccc(NC(=O)c2ccc(CNc3c(NC4CCCCC4)c(=O)c3=O)cc2)c(OC)c1,.,12
COc1ccc(S(=O)(=O)N2CCC(C(=O)N3CCCCC3)CC2)cc1OC,-5,11
COc1ccc(C(=O)n2nc(C)c(Br)c2C)cc1,.,-20
COc1cccc(-c2nc(CSCC(=O)NCC3CCCO3)c(C)o2)c1 (stereo not given),3,3
CCCCCOC(=O)C1[C@H]2C(=O)N(c3ccccc3CC)C[C@]23C=C[C@H]1O3 (stereo not given in full),-18,-5
O=C(Cc1ccccc1)Nc1ccccc1C(=O)O,.,-10
COc1cc(C(=O)O/N=C(\N)c2ccncc2)cc(OC)c1OC,.,-13
O=S(=O)(N1CCOCC1)N1CCN(c2ccccc2F)CC1,-1,-1
CCC(C)[C@H](NC(=O)Nc1cccc(Cl)c1)C(=O)O (stereo not given in full),.,8
CSCC[C@H](NC(=O)OC(C)(C)C)c1nnc(SCC(=O)Nc2ccc(C)cc2C)o1,3,-11

Screens deposited in PubChem BioAssay by several laboratories.

Some of the compounds tested; the hit share may differ from the screen's.
